# KKLEB tox – reduces viability of KKLEB cystic fibrosis airway cells. actives 0.36% (n = 360,000). KKLEB CF airway cells viability, ATPlite luminescence, overnight; hits give low values; cells stimulated with P. aeruginosa culture filtrate. activity change (cytotoxicity), % at 5 µM;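 active means corrected activity change at or below -50% at 5 µM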
# aDG glyco up – alpha-DG glycosylation activation; Pro5-aDG cells, alpha-DG glycosylation AlphaScreen (IIH6); 0% Pro5, 100% B10-LARGE cell signal; activation, % at 10 µM; actives 0.22% (n = 360,000); AID 624168;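 active means activation of at least 8% versus controls, or a plate z-score of at least 8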;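 further: Pro5 are CHO cells carrying HIG-tagged alpha-DG that lacks glycosylation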
# MITF TRPM1 inh – inhibitors of MITF-driven TRPM1 promoter in melanoma cells. inhibition, % at 12.5 µM. actives 0.83% (n = 330,000). SK-MEL-5 TRPM1 promoter luciferase, 24 h. AID 488899;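 active means mean inhibition across replicates of 60% or more, whatever share of single replicates reaches that level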; further: values of inactives mirror those of a sister screen read the other way
# hiPSC survival – hiPSC single-cell survival enhancement; survival enhancement, % at 20 µM; actives 0.044% (n = 360,000); AID 602274; ATPlite luminescence; 100% = ROCK inhibitor wells, 0% = DMSO; in the data active means survival enhancement above about 18%;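 further: cells exposed to compounds for 16 hours before the ATP read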
# Peg3 prom inh – inhibitors of Peg3 promoter; HeLa PEG-Prom luciferase reporter, luminescence, overnight; inhibition, % at 20 µM; actives 1.7% (n = 360,000); AID 588405;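 active means inhibition of at least 50% at 20 µM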
# CF NFkB inh – inhibitors of cystic fibrosis induced NF-kB; KKLEB NF-kB-GFP reporter, PAF-induced, GFP fluorescence overnight; inhibition, % at 5 µM; actives 0.86% (n = 360,000); AID 588850;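 active means at least 50% inhibition at 5 µM, scaled per plate between neutral and stimulator controls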;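 further: PAF is a Pseudomonas aeruginosa culture filtrate used as stimulus; plate controls were PAF-stimulated DMSO wells for no effect and unstimulated DMSO wells for full effect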
# NR2E3 ag-1 – human photoreceptor-specific nuclear receptor agonism; AID 602229; CHO-S Gal4-NCOR/VP16-NR2E3 two-hybrid, luciferase; inhibition of corepressor binding, % at 3.98 µM; actives 0.35% (n = 360,000);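 active means inhibition above the mean of all tested compounds plus 3 SD, cut at about 70% in these data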;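 further: 0% = DMSO with NR2E3 transfected cells and 100% = cells lacking NR2E3 construct; higher means lower luciferase signal from less NR2E3 corepressor binding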
# Target sequence (Q9Y5X4 whole entry, looked up, the tested form may be a part): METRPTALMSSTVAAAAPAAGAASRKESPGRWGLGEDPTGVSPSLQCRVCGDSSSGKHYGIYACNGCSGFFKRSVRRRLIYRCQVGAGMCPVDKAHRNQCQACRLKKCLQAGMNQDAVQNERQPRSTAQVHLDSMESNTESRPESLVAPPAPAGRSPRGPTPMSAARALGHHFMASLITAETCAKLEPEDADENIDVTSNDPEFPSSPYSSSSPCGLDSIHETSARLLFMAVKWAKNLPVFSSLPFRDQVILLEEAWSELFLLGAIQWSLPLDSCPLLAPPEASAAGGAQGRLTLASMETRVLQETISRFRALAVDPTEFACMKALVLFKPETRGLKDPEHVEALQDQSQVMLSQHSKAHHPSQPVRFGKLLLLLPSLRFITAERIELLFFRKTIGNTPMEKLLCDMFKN
# HIF-2a block – HIF-2a inhibition | 786-0 RCC cells HIF-2a reporter, luciferase luminescence, overnight | inhibition, % at 18.8 µM | actives 0.72% (n = 360,000);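 active means inhibition of the luminescence signal of 40% or more relative to plate controls, in a single-dose primary screen at 18.75 µM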
# Shn3 inh set2 – reduces Shn3 3'UTR luciferase signal in osteoblasts; Clone20 osteoblast Shn3 3'UTR firefly luciferase, 24 h; inhibition, % at 12.5 µM; actives 0.52% (n = 360,000); AID 588674;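 active means mean inhibition of at least 75% with every replicate also reaching 75%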;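 further: 0% = median of neutral control wells and 100% = pilot-screen positive control compound; some compounds past the cut are filed as inactive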
# TWEAK-Fn14 inh – blocks TWEAK-Fn14 interaction in a reporter cell assay | TWEAK-stimulated Fn14 reporter cells, luciferase luminescence, 8 h | inhibition, % at 10 µM | actives 2% (n = 360,000); in the data active means inhibition above about 50%
# NR2E3 ag-2 – agonists of human nuclear receptor NR2E3; Q9Y5X4; GST-NR2E3/biotin-RetCOR TR-FRET, 1536-well; inhibition of corepressor binding, % at 4.78 µM; actives 0.12% (n = 320,000); AID 2300;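 active means percent inhibition above the cutoff of mean plus 3 SD of all tested compounds, set per screening campaign, cut at about 20% in these data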;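 further: 0% = DMSO wells and 100% = biotin wells as full block of FRET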
#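 Material – GST-tagged NR2E3 plus biotinylated RetCOR corepressor · Quantity – NR2E3 fusion 1.35 nM · Times – 5 h incubation at 4 °C · Medium – pH 7.5 Tris-based buffer · Technique – TR-FRET, Eu(K)-anti-GST donor, streptavidin-D2 acceptor, ex 340, em 617/671 nm · Benchmarks – high control biotin, low control 0.6% DMSO · Format – 1536-well plates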
# Starred values were filed as active, the others as inactive; x = not tested or not shown.
Structure	NR2E3 ag-2	KKLEB tox	hiPSC survival	MITF TRPM1 inh	HIF-2a block	NR2E3 ag-1	Shn3 inh set2	CF NFkB inh	TWEAK-Fn14 inh	aDG glyco up	Peg3 prom inh
CCn1c(CNC(=O)c2ccc(OC)cc2)nnc1SC	2	-11	1.9	10	-4	-11	5	21	9	-0.2	20
COc1cc(CNc2ncc(-c3ccc(Cl)cc3)n2C)cc(OC)c1OC	-1	-3	-0.5	16	24	13	8	3	19	0.1	15
COc1cc(/C=N/NC(=O)CN2CCCCC2)ccc1OCc1ccccc1	0	-2	-1.8	-61	-26	-54	-5	-30	-15	1.0	-232
COc1ccc(S(=O)(=O)N2CCC(C(=O)NCc3ccncc3)CC2)cc1C	1	2	0.7	5	7	2	2	-5	37	0.1	3
CCOc1cc(C2C(C(C)=O)=C(C)Nc3ncnn32)ccc1O (stereo not drawn)	0	-12	-0.6	-1	12	-6	8	-3	2	-0.1	11
Cc1cccc(C)c1NC(=O)NC1(C(=O)NCc2ccncc2)CCCCC1	3	14	0.1	-8	2	-11	13	-2	41	-0.2	1
CC(=O)Nc1ccc(-c2cn3cc(C)ccc3n2)cc1	1	-5	-2.0	-17	-109	-82	-14	-2	3	0.8	-188
NNC(=O)Nc1cccc(C(F)(F)F)c1	-3	6	0.2	14	15	15	-9	6	-10	-0.4	-9
O=C(Cn1c(=O)n(CC(=O)NCc2ccccc2)c2ccccc21)NCc1ccccc1	0	-4	2.6	4	12	-19	-3	-6	-7	0.0	13
C[C@H](NC(=O)C1CCN(S(=O)(=O)c2ccccc2)CC1)C(=O)NCc1ccncc1	x	-8	-2.5	x	7	-28	-12	-8	-8	0.3	7
Cc1cccc2[nH]c3c(N4CCN(C(=O)c5ccco5)CC4)ncnc3c12	4	-5	4.8	-9	21	-7	-28	-14	29	0.3	24
Nc1ccn([C@@H]2O[C@H](C(=O)NCC(F)(F)F)[C@@H](O)[C@H]2O)c(=O)n1	x	6	0.1	x	0	6	-3	-8	-4	-0.2	-28
O=C(NCc1nnnn1-c1ccc(F)cc1)C(=O)c1c[nH]c2ccccc12	x	0	-3.2	x	9	-13	-7	-16	10	0.0	7
Cc1c(C(=O)OCC(=O)Nc2ccc(N3CCOCC3)cc2)oc2ccccc12	0	-8	0.0	11	11	-15	21	8	-8	0.1	11
COCCn1c(CN2CCN(c3ccccc3)CC2)nc2c1c(=O)n(C)c(=O)n2C	2	11	2.0	-8	19	-17	11	-10	2	0.5	15
O=C(N/N=C/c1ccncc1)c1ccc(NC(=O)c2cccc(Cl)c2)cc1	1	8	2.7	-9	-18	-15	-3	4	25	0.9	-4
O=C(/C=C/c1ccco1)Nc1nnc(-c2ccco2)s1	1	-21	1.1	x	-135	-38	-54	9	3	0.1	-32
CCC(C)(C)NC(=O)C(c1ccncc1)N(Cc1ccc(C)cc1)C(=O)c1csnn1 (stereo not drawn)	3	-19	2.5	-5	0	-11	-4	-6	-3	0.3	-2
Cc1nc2ccc(NC(=O)CCS(=O)(=O)c3ccccc3)cc2s1	-1	-2	4.2	-3	-158	-51	-44	2	-37	0.0	-170
COCn1c(-c2ccc(OC)cc2)nc2ccccc21	5	-10	-3.1	-56	-200	-65	-73	3	-13	1.0	-189
CN(C#N)c1nc(Cl)nc(Nc2cccc(Cl)c2)n1	5	-2	-1.2	8	14	2	-26	15	-8	0.0	99*
N/C(=N\OC(=O)CCC1CCCCC1)c1cccc([N+](=O)[O-])c1	0	5	-0.5	-4	-51	-9	-41	12	-24	0.1	-20
COc1ccc(CNC(=O)Nc2cccs2)cc1OC	-2	10	8.8	3	8	8	-3	-3	-6	-0.1	-1
COc1ccc(-n2cnc(N)c2C(=O)c2cccc([N+](=O)[O-])c2)cc1	0	-3	0.0	-5	17	4	3	37	30	0.0	15
COc1ccc(C(=O)Nc2ccc(C3=NNC(=O)CC3C)cc2NC(=O)c2ccc(OC)cc2)cc1 (stereo not drawn)	1	-4	1.0	3	21	-10	31	-5	11	-0.9	21
O=C(Nc1cccc2c1CCCC2)c1ccccc1Br	3	-20	0.5	-5	-5	-38	-10	7	-3	0.3	-9
Cc1c(Br)c([N+](=O)[O-])nn1CC(=O)NC1CCCCCC1	2	-7	-0.5	1	15	-21	-8	5	7	0.2	2
COc1cccc(C(C)(O)c2nc(-c3cc(F)cc(F)c3)cs2)c1 (stereo not drawn)	x	-5	-2.4	x	14	0	4	46	54*	0.2	-1
CN1CCN(NC(=O)c2ccc(Cl)c(S(=O)(=O)Nc3ccc(Cl)cc3)c2)CC1	4	2	-0.2	3	13	-12	24	5	-11	-0.1	-1
O=C(NN1CCOCC1)c1cc(-c2ccccc2)nc2ccccc12	1	22	5.1	-4	-5	8	-8	1	-9	0.1	21
COc1cccc(CNc2ncnc3cc(OC)c(OC)cc23)c1	-1	1	4.0	1	22	17	16	8	5	0.3	21
CC1(C)COC(/C=C/c2ccc([N+](=O)[O-])cc2)=N1	0	-19	-2.8	5	-77	-52	-175	42	62*	3.8	3
COCCCNCC(O)COc1ccccc1F (stereo not drawn)	-2	4	-0.2	6	16	-13	-1	4	98*	-0.1	0
CN(C)c1ccc(/C=N/NC(=O)c2ccco2)cc1	-11	-10	-2.7	-37	-96	-97	-51	-2	42	-0.3	-134
COc1ccc(S(=O)(=O)Nc2ccc3c(c2)OCCO3)cc1OC	-4	-2	-0.5	4	-5	0	4	14	55*	0.0	0
COc1ccc(NC(=O)CN(Cc2ccco2)Cc2ccco2)cc1S(=O)(=O)N1CCCCC1	2	5	1.9	7	-1	-9	43	25	20	-0.1	4
COc1ccc(OCc2cc(C(=O)NCCN3CCCc4ccccc43)no2)c(Cl)c1	-2	-9	-0.4	13	-102	-23	-5	-1	9	-0.5	40
Cc1cccc(N2C(=O)C3C4CC(C(Br)C4Br)C3C2=O)n1 (stereo not drawn)	-3	15	1.6	-2	-2	-8	0	-2	6	-0.1	-4
CCOC(=O)C1CCCN(C(=O)CNC(=O)c2ccc(Br)o2)C1 (stereo not drawn)	x	6	0.2	-14	3	8	1	1	2	1.0	-28
CN(C)/N=C/C=C1\CCC/C(=C/c2cccs2)C1=O	2	-3	-0.5	-59	-367	-118	-73	-41	-5	0.5	-351
N/C(=N\OC(=O)/C=C/c1ccc(Br)cc1)c1ccccn1	-4	-2	-1.0	-41	-112	-128	-13	13	66*	1.0	-59
CC1CC(C)(C)NCc2ccccc21 (stereo not drawn)	-2	1	4.8	9	13	-23	0	15	-8	-0.3	15
O=C1CC(C(=O)N2CCN(Cc3ccccc3)CC2)CN1Cc1ccccc1 (stereo not drawn)	2	-42	-0.5	-2	10	-27	0	20	-11	0.3	14
CC(C)C1C(=O)N(Cc2cn(CCC3OCCO3)nn2)CCS(=O)(=O)N1Cc1ccc(-c2ccc(Cl)c(Cl)c2)cc1 (stereo not drawn)	x	-9	-1.9	x	-33	23	89*	31	25	0.3	60*
CCCOCC(O)CC(CC)C(=O)NNC(=S)Nc1ccccc1 (stereo not drawn)	4	0	6.2	-16	-109	9	-2	9	-9	-0.5	-25
OCCc1ccc(O)cc1	2	11	-1.3	4	-2	-19	8	3	-4	-0.4	-3
NC(=O)COC(=O)c1ccc(Oc2ccccc2)cc1	3	7	5.7	1	-10	-19	6	3	-15	-0.1	-12
CCOC(=O)c1cc(CC)sc1NC(=O)C(c1ccccc1)c1ccccc1	-3	0	-5.6	10	21	26	21	8	12	0.2	15
Cc1cc(C)c(C)c(C(=O)C(=O)c2ccccc2)c1	x	-15	1.1	0	6	-16	-6	17	-9	0.4	-14
COc1ccc(/C(N)=N/OC(=O)C2CCC(=O)N2S(=O)(=O)c2ccc(C)cc2)cc1 (stereo not drawn)	-1	2	-0.3	7	12	-1	1	14	0	-0.2	0

# Looked up by structure from the entries so far:
Structure	NR2E3 ag-2	KKLEB tox	hiPSC survival	MITF TRPM1 inh	HIF-2a block	NR2E3 ag-1	Shn3 inh set2	CF NFkB inh	TWEAK-Fn14 inh	aDG glyco up	Peg3 prom inh
O=C1CC(C(=O)N2CCN(Cc3ccccc3)CC2)CN1Cc1ccccc1 (stereo not drawn)	2	-42	-0.5	-2	10	-27	0	20	-11	0.3	14
COc1cccc(CNc2ncnc3cc(OC)c(OC)cc23)c1	-1	1	4.0	1	22	17	16	8	5	0.3	21

# (cont.)
Structure	NR2E3 ag-2	KKLEB tox	hiPSC survival	MITF TRPM1 inh	HIF-2a block	NR2E3 ag-1	Shn3 inh set2	CF NFkB inh	TWEAK-Fn14 inh	aDG glyco up	Peg3 prom inh
C[C@@H](NC(=O)c1[nH]cnc1C(=O)Nc1ccc(Cl)cc1)c1ccccc1	2	-11	-1.4	3	-12	6	-7	24	-4	0.5	22
CCOc1cccc(CN2CCC(Oc3ccc(C(=O)N4CCCC4)cc3)CC2)c1O	x	-6	-3.4	x	9	-10	2	11	-13	-0.2	-7
CCOC(=O)/C(N=Nc1ccc(F)cc1)=C(/O)c1ccc([N+](=O)[O-])cc1	1	-14	-2.7	16	-1	-12	2	67*	-8	0.0	-6
COc1ccc(C2CC(c3ccc(Br)cc3)=NN2C(=O)c2cccnc2)cc1 (stereo not drawn)	-1	6	-1.3	-18	-3	-25	-64	-10	0	0.9	6
CCN=C1S/C(=C\c2cc(OCC)c(O)cc2Br)C(=O)N1CC	-3	-29	19	-15	15	4	13	47	23	0.2	51*
C=CCOc1ccc(S(C)(=O)=O)cc1	0	4	-0.2	-1	-22	-33	4	-12	1	-0.2	13
CCN(CC)CCNC(=O)c1cc2cc(Br)ccc2s1	0	-6	-1.0	1	1	-8	-16	1	-11	0.2	16
CCOC(=O)C1CCN(C(=O)CCCn2nc(C)c3c(C)n(-c4ccc(C)cc4)nc3c2=O)CC1	2	4	-0.7	10	12	16	3	-6	4	-0.1	22
CCOC(=O)C1CCN(c2cc(=O)n(-c3ccc(OC)cc3)c(=O)[nH]2)CC1	-1	-10	2.0	7	4	-4	11	5	-2	2.4	-6
CN(C)S(=O)(=O)c1cccc(C(=O)N(Cc2ccc(F)cc2)Cc2ccco2)c1	0	0	3.5	14	5	-16	18	4	-10	0.2	4
CSc1cccc(NC(=O)C2CCCN(S(C)(=O)=O)C2)c1 (stereo not drawn)	x	14	-3.0	x	11	-4	13	8	0	-0.3	6
CC(C)CC(NC(=O)C1CCC(C)CC1)C(=O)NCCN1CCOCC1 (stereo not drawn)	-2	7	-0.5	1	5	-35	-11	-16	33	0.3	10
CCCn1c(C)cc(C(=O)COC(=O)c2ccc[nH]c2=O)c1C	-1	-10	-1.6	11	42*	-90	0	-5	80*	-0.2	-6
